# Screening data from PubChem.
# PLCb3 inh – blocks human PLC-beta3 enzyme activity | Q01970 | Purified PLC-beta3, fluorogenic substrate, fluorescence | inhibition, % at 12.2 µM | 370,000 compounds, 0.18% hits | AID 720704; in the data active = inhibition above about 11%;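 note: 0% = median of compound wells on plate and 100% = full blocker control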
# ADAM17 inh – ADAM17 inhibition, QFRET primary screen | P78536 | recombinant ADAM17, EDANS/DABCYL FRET peptide cleavage | inhibition, % at 6.95 µM | 370,000 compounds, 0.83% hits | AID 720648;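 active = inhibition above the mean of compounds lying between control limits plus 3 SD, set per campaign, cut at about 8.5% in these data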;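 note: 0% = DMSO-only wells as the low control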
# Target sequence (P78536 215-824 limits assumed): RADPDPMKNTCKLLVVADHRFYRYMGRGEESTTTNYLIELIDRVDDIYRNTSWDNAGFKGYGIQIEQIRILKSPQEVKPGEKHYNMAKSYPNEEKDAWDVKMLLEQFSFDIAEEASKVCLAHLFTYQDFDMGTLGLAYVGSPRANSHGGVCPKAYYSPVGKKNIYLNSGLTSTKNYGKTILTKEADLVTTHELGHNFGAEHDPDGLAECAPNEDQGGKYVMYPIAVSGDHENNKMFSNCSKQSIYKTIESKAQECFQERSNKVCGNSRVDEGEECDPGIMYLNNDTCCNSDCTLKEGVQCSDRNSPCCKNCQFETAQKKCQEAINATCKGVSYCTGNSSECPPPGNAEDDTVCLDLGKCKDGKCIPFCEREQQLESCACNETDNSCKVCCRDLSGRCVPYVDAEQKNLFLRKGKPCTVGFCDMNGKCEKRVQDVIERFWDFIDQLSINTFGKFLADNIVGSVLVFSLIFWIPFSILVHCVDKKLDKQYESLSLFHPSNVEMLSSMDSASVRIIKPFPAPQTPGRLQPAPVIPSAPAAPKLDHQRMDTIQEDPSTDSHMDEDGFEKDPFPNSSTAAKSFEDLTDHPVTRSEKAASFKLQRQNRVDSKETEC
# DDE Tn7 FP inh – DD(E)-Tn7 binding inhibition, primary FP screen | P02675 | FP displacement of FITC-Tn7 peptide from fibrin DD(E); 0% = median of compound wells per plate | inhibition, % at 8.3 µM | 370,000 compounds, 0.13% hits | AID 720508;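 active = inhibition above the mean of compounds falling within the control limits plus 3 SD of them, cut at about 14% in these data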;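 note: 0% = plate median of compound wells and 100% = 10 µM Aha-Tn7 peptide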
#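 System: human fibrin DD(E); quantity: Fibrin-DD(E) at 2 µM final; also added: fluorescent Tn7 probe at 0.1 µM; compound dosing: single nominal test concentration of 8.3 µM per compound; schedule: 10 min preincubation, 3 h with tracer, room temperature; detection: fluorescence polarization of the labelled Tn7 tracer; repeats: one replicate per compound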
# SIAE inh – human SIAE inhibition, primary screen; Q9HAT2; SIAE FP-Rh probe binding, fluorescence polarization; inhibition, % at 9.66 µM; 370,000 compounds, 0.69% hits; AID 1053197;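 active = inhibition above a cutoff: mean of compounds within the control limits plus 3 SD of those, cut at about 17% in these data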;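 note: 0% = plate median of compound wells and 100% = probe without SIAE protein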
# ARFGAP1 inhibitor – inhibitors of rat ARFGAP1; AID 651572; Arfgap1-stimulated ARF1 GTP hydrolysis, GDP FP detection; 360,000 compounds, 0.26% hits; inhibition, % at 16.5 µM; Q62848;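 active = inhibition above a per-plate limit, mean inhibition of low control wells plus 3 SD, cut at about 25% in these data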;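 note: 0% = DMSO wells with enzyme and 100% = wells lacking Arfgap1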
#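 Material: rat Arfgap1 GAP domain (His6, aa 1-136), purified enzyme. Also added: human ARF1(Δ1-17)-GTP substrate. Compound dosing: 16.5 µM single point, 1.26% DMSO. Timing: enzyme reaction 120 min at 25 °C after 20 min preincubation. Signal: GDP detection by fluorescence polarization. Read-out basis: percent inhibition of GAP-stimulated GDP formation, scaled between DMSO and no-Arfgap1 medians.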
# TDP2 inh – TDP2 (human) inhibition, absorbance primary screen; O95551; recombinant TDP2, T5PNP hydrolysis, p-nitrophenol absorbance 415 nm; inhibition, % at 12.8 µM; 370,000 compounds, 0.34% hits;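 active = inhibition above the mean of all tested compounds plus 3 SD, set per campaign, cut at about 25% in these data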;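 note: 0% = DMSO with enzyme and 100% = buffer with substrate but no TDP2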
#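 System – recombinant human TDP2 · Amount – 120 nM TDP2 per well · Buffer or medium – Mg2+-containing Tris-HCl buffer, pH 7.5 · Reagent – T5PNP substrate, 5 mM · Dosing – 12.8 µM single point, 1% DMSO · Incubation – 2 h at 37 °C · Measured by – epi absorbance · Read-out basis – percent inhibition · Benchmarks – high control without enzyme, low control DMSO plus TDP2 · Repeats – singlicate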
# Tn6 DDE FP – disrupts Tn6 cyclic peptide binding to fibrin D-Dimer-E complex | P02675 | Fibrin DD(E) TRITC-Tn6 fluorescence polarization displacement | inhibition, % at 8.3 µM | 370,000 compounds, 0.21% hits;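 active = inhibition above a per-campaign cutoff: mean of compounds within control limits plus 3 SD, cut at about 15% in these data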;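 note: 0% = median of all compound wells on the plate and 100% = blocking peptide control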
# PLCg1 inh – PLC-gamma1 (human) inhibition, primary screen; 370,000 compounds, 0.84% hits; inhibition, % at 12.2 µM; purified PLC-gamma1, fluorogenic substrate, fluorescence; AID 720700; in the data active = inhibition above about 9.5%
# ADAM10 inh – ADAM10 inhibition, QFRET primary screen; 370,000 compounds, 0.62% hits; recombinant ADAM10, EDANS/DABCYL FRET peptide cleavage, 3 h; inhibition, % at 7 µM;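 active = inhibition above a per-campaign cutoff equal to the mean of compounds falling between control-based bounds plus 3 SD, cut at about 20% in these data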;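 note: 0% = DMSO wells while the 100% control is not disclosed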
# Target sequence (O14672 214-748 limits assumed): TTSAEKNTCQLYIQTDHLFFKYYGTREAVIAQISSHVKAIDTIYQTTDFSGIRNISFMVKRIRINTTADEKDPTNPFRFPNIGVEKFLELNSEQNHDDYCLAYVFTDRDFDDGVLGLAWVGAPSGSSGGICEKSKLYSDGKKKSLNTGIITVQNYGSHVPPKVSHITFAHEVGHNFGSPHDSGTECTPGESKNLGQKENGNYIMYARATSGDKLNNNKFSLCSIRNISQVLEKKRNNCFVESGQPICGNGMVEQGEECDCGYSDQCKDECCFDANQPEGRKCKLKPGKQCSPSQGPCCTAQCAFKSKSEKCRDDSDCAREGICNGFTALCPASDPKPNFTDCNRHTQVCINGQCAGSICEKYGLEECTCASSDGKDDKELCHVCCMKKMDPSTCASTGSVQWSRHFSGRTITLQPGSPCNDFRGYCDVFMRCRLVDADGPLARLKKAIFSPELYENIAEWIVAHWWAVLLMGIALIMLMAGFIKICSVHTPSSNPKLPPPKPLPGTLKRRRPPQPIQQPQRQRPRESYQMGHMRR
# ASAP1 inh – ASAP1 ArfGAP inhibition. Q9ULH1. ASAP1-stimulated ARF1 GTP hydrolysis, GDP FP detection. inhibition, % at 16.5 µM. 360,000 compounds, 0.19% hits; in the data active = inhibition above about 25%;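 note: 0% = vehicle with enzyme and substrate and 100% = no enzyme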
# * marks the source's active call; other numbers are inactive results; i = inactive; . = no result given.
SMILES,PLCb3 inh,ADAM17 inh,DDE Tn7 FP inh,SIAE inh,ARFGAP1 inhibitor,TDP2 inh,Tn6 DDE FP,PLCg1 inh,ADAM10 inh,ASAP1 inh
O=C1C=CN2CCOCC2C1 (stereo not drawn),-2,-2,-3,9,7,3,2,-2,-8,9
CN(CC(=O)NCc1ccco1)CC(=O)Nc1cc(S(C)(=O)=O)ccc1Cl,-1,-4,4,-5,0,2,-4,-1,-8,7
O=S(=O)(/N=C/c1ccccc1O)c1cccs1,4,-3,3,-6,-14,1,-1,-1,-1,-8
CN(Cc1ccccc1)C(=O)c1cccc(NC(=O)Cc2cccc(NC(=O)C3CCN(C(=O)CCc4ccccc4)CC3)c2)c1,2,2,8,-18,6,4,6,-3,5,10
COC(=O)c1ccc(N2CCOCC2)c(NC(=O)Nc2cccc(OC)c2)c1,0,-3,5,-7,7,3,-8,-1,-15,-4
NS(=O)(=O)c1ccc(CCNC(=O)CCNC(=O)c2ccco2)cc1,-4,-2,-1,-1,-11,4,2,0,-4,-15
CC(C)N(C(=O)NC(=O)Nc1ccccn1)S(C)(=O)=O,-13,-15,2,-1,3,-4,6,-13,-44,1
O=C(NCC1CCCO1)c1ccc(COc2ccc(F)cc2)o1 (stereo not drawn),-4,2,8,2,6,-2,1,1,3,-3
Nc1nc2c(ncn2[C@@H]2O[C@H](CNCc3ccc(OCCCN4CCOCC4)cc3)[C@@H](O)[C@H]2O)c(=O)[nH]1,-1,-2,4,10,-4,-2,-1,0,-4,2
Cc1ccccc1C(=O)NC(=S)NCC1CCCO1 (stereo not drawn),-3,-1,5,5,-1,-10,-5,-2,-1,-5
Cc1cc(C)cc(NC(=O)Nc2ccc(N3CCCCC3)cc2)c1,-8,-1,5,7,6,1,0,-1,8,-3
CC(Sc1nnnn1C1CC1)C(=O)Nc1cccc(S(=O)(=O)N2CCOCC2)c1 (stereo not drawn),0,1,-8,0,3,-2,1,2,-3,-1
COc1cc(C(=O)NCCOc2ccc(C)c(C)c2)cc(OC)c1OC,0,2,-1,-3,0,8,13,5,3,0
COCc1c(C(=O)NCC2COc3ccccc3O2)oc2ccccc12 (stereo not drawn),-8,3,-6,5,5,-3,-5,6,-12,3
CCCCNC(=S)NNC(=O)c1csc(C)c1CC,2,1,-8,8,13,-8,-16,3,1,-1
COc1ccccc1-c1cnc(C(O)c2ccc(CN3CCCCC3)cc2)[nH]1 (stereo not drawn),2,3,2,4,-2,-11,-6,-2,-12,10
CCCCN(CCCC)CC(O)Cn1c2ccccc2c(=O)c2ccccc21 (stereo not drawn),-256,-319,-8,-1,-5,-9,0,-180,i,1
c1ccc(-c2nnc(CN3CCN(C(c4ccccc4)c4ccccc4)CC3)o2)cc1,1,4,3,9,-23,5,-2,0,0,2
O=C(/C=C/c1ccccc1[N+](=O)[O-])NCC1CCCO1 (stereo not drawn),2,-1,15*,1,3,-4,9,-1,0,1
Cc1cccc([N+](=O)[O-])c1NC(=O)COC(=O)c1nc2nccc(C)n2n1,-6,-3,2,2,-7,10,0,-1,-8,-4
CC(C)(C)c1cnnn1-c1ccc(NC(=O)c2ccc(Br)o2)cc1,4,-1,-1,-2,-3,-2,-14,3,0,4
O=C(O)CC12C[C@H]3C[C@@H](C1)CC(n1ncc(N4CCN(c5ccccc5)CC4)c(Cl)c1=O)(C3)C2,3,1,4,1,2,16,-6,5,0,-3
COc1ccc(Nc2nc(C(C)(C)C)nc3c2nnn3Cc2ccccc2Cl)cc1OC,-10,-3,3,8,-14,8,-1,-8,-3,-12
COc1cc(C(=O)N2CCN(c3cc(Cl)ccc3Cl)CC2)cc(OC)c1OC,1,2,-14,0,1,-8,0,2,-12,1
COc1ccc(CC(=O)NC2CCSc3ccccc32)c(OC)c1 (stereo not drawn),-7,0,3,-4,-8,9,-3,1,-2,-21
# Next part.
SMILES,PLCb3 inh,ADAM17 inh,DDE Tn7 FP inh,SIAE inh,ARFGAP1 inhibitor,TDP2 inh,Tn6 DDE FP,PLCg1 inh,ADAM10 inh,ASAP1 inh
Cc1cccc(-c2nnc(-c3ccc4ccccc4c3)o2)c1,-1,-3,-3,-19,-7,7,-4,0,-18,-5
COc1ccc(-c2c3c(=O)n(C)c(=O)n(C)c3cn2Cc2ccccn2)cc1,-5,-7,-2,-6,0,1,-1,-4,-12,0
CC1(C)C2CC[C@]3(C)C(CC=C4[C@@H]5C[C@@](C)(CO)CC[C@]5(C(=O)O)CC[C@]43C)[C@@]2(C)CC[C@@H]1O (stereo partly drawn),3,-2,-9,-5,1,2,3,4,-11,21
OC(c1ccccc1)c1ncc(-c2ccc(Oc3ccccc3)cc2)[nH]1 (stereo not drawn),-15,-2,2,5,10,-2,-4,-9,0,-1
O=C(Nc1cccn2ncnc12)c1cccc(C(F)(F)F)c1,0,-2,1,3,1,-9,8,1,-4,10
Nc1nc(SCC(=O)NCc2ccccc2)n[nH]1,2,-5,4,-3,-12,-2,2,1,-3,-15
NC(=S)NN=C1Cc2cccc3cccc1c23,-11,-9,-3,4,11,-10,7,-3,-26,-3
O=C(c1ccc(S(=O)(=O)N2CCCC2)cc1)N1CCN(c2ccccc2F)CC1,0,3,0,4,0,-7,9,8,5,2
COc1cc(OC)c(N(C)S(=O)(=O)c2cccc(C(=O)Nc3nnc(C4CC4)s3)c2)cc1Cl,-15,-4,3,-17,5,0,-7,-4,3,2
Cn1c(=NC(=O)CS(=O)(=O)c2ccccc2)sc2cc(F)ccc21,3,-6,5,1,3,1,3,0,-13,4
C=CCn1c(SCC(=O)NCc2ccc3c(c2)OCO3)nnc1C1COc2ccccc2O1 (stereo not drawn),8,1,3,1,6,0,-2,1,8,1
CCOC(=O)N1CCN(C(=O)c2cc3ccccc3o2)CC1,-6,1,-1,-2,1,-9,-4,-2,-9,-12
Cc1cc(Cl)ccc1OCC(=O)N1CCCN(C(=O)COc2ccc(Cl)cc2C)CC1,4,9.5*,-14,-1,3,-18,-8,10*,14,5
Cc1ccc(C(=O)CC(SCC(=O)O)c2ccc([N+](=O)[O-])cc2)cc1 (stereo not drawn),2,-2,6,-1,-7,8,11,-2,-2,14
CCOc1ccccc1C(=O)OCC(=O)NCCc1ccc(OC)cc1,-5,0,-5,2,3,-5,3,0,0,-2
Cc1ccc(NS(=O)(=O)Cc2ccccc2)nc1,-56,-80,-3,0,-6,-4,-5,-48,-207,2
COc1ccc(C(=O)CN2C(=O)COc3ccccc32)cc1,-4,0,-2,1,-5,5,-3,2,0,11
Cc1ccc(NC(=O)C2CCN(S(=O)(=O)c3ccc4c(c3)C(C)(C)C(=O)N4C)CC2)c(C)c1,1,-1,5,1,5,6,7,-1,-3,10
CC(C)C(=O)Nc1ccc(Nc2ccccc2)cc1,-2,-2,8,4,3,-5,10,7,1,-2
COc1ccc(-c2cc(NCCc3ccncc3)n3ncnc3n2)cc1,-12,-9,0,1,6,-9,-2,-12,-48,12
COc1c2ccoc2nc2c(OC)c(OCC(OC(C)=O)C(C)(C)O)ccc12 (stereo not drawn),i,-356,-1,2,-4,0,-2,i,i,-3
CC1CC(C)CN(S(=O)(=O)N2CCC(C(=O)NCCC3=CCCCC3)CC2)C1 (stereo not drawn),4,-1,-5,-2,19,3,3,2,2,-3
COc1ccc(CC(=O)N2CCc3cc(OC)c(OC)cc3C2)cc1,-12,-4,-3,3,-1,-3,2,-6,-11,5
CC1CN(C(=S)Nc2cccc([N+](=O)[O-])c2)CC(C)O1 (stereo not drawn),-7,2,-6,1,1,-7,2,3,-4,16
COC(=O)C[C@H]1CC[C@@H]2[C@@H](COc3ccc(NC(=O)C4CCCCC4)cc3C(=O)N2C)O1,6,0,-2,-1,.,10,-8,3,-3,.

# Shown bar-delimited: three of the compounds above
SMILES | PLCb3 inh | ADAM17 inh | DDE Tn7 FP inh | SIAE inh | ARFGAP1 inhibitor | TDP2 inh | Tn6 DDE FP | PLCg1 inh | ADAM10 inh | ASAP1 inh
CC(C)C(=O)Nc1ccc(Nc2ccccc2)cc1 | -2 | -2 | 8 | 4 | 3 | -5 | 10 | 7 | 1 | -2
CC1CC(C)CN(S(=O)(=O)N2CCC(C(=O)NCCC3=CCCCC3)CC2)C1 (stereo not drawn) | 4 | -1 | -5 | -2 | 19 | 3 | 3 | 2 | 2 | -3
C=CCn1c(SCC(=O)NCc2ccc3c(c2)OCO3)nnc1C1COc2ccccc2O1 (stereo not drawn) | 8 | 1 | 3 | 1 | 6 | 0 | -2 | 1 | 8 | 1

# Further records.
SMILES,PLCb3 inh,ADAM17 inh,DDE Tn7 FP inh,SIAE inh,ARFGAP1 inhibitor,TDP2 inh,Tn6 DDE FP,PLCg1 inh,ADAM10 inh,ASAP1 inh
O=C(Nc1cc(S(=O)(=O)N2CCOCC2)ccc1N1CCOCC1)c1cccc(Cl)c1,4,1,8,-1,-3,6,-2,2,6,0
Cc1nn(C(C)C(=O)N2CCc3ccccc3C2)c(=O)c2cc3occc3n12 (stereo not drawn),-10,-8,8,-3,0,-1,3,-6,-16,2
COc1ccc(/C(CC2OC(=O)c3ccccc32)=N\NC(N)=O)cc1 (stereo not drawn),3,2,-9,-6,5,-1,-5,6,-12,5
O=c1oc2cc(O)ccc2cc1-c1ccccc1,i,i,7,14,13,-7,0,i,i,-1
O=C(NC1CCCCN(Cc2cccc(Cl)c2)C1=O)c1cccc(F)c1 (stereo not drawn),-5,-1,5,-5,.,-3,-6,1,-8,.
C[C@H]1CN([C@@H](C)CO)C(=O)Cc2cc(NC(=O)C3CC3)ccc2O[C@H]1CN(C)Cc1ccc(Oc2ccccc2)cc1,3,9.3*,4,3,-4,-8,-4,3,19,7
C=CCN1C(=O)C(CC(=O)Nc2ccc(OCCC)cc2)N(CCCN2CCN(Cc3ccccc3)CC2)C1=S (stereo not drawn),-2,5,5,-6,2,-4,2,5,14,-1
CN1CCN(C(=O)c2cc3c(=O)n4ccccc4nc3s2)CC1,i,i,-3,10,-17,-3,8,i,i,-3
CCC(=O)Nc1cc(-c2nn(C)c(=O)c3ccccc23)ccc1N1CCOCC1,-17,-1,-1,-5,-6,0,-2,-14,-11,0
COc1ccc(NC(=O)C2Cc3c(-c4ccc(NC(C)=O)cc4)ccnc3O2)cc1 (stereo not drawn),2,-4,6,-5,-1,6,-7,5,-7,-2
Cc1cccc(NC(=O)C2CCN(c3ncccn3)CC2)c1C,-5,-6,8,5,.,3,2,-5,-19,.
CCc1cc2c(=O)c(-c3nc4ccccc4[nH]3)coc2c(CN2CCCCC2)c1O,-159,-6,-4,6,-4,12,0,-114,-17,-3
O=C(CN1CCC(Cc2ccccc2)CC1)NC(=O)NC1CCCCC1,2,1,-2,8,-7,3,9,0,1,-4

# Compounds were not picked by outcome (roughly 3.6% active in at least one column).
